# procasp3 activ: activators of human procaspase-3; P42574; activation, % at 8.5 µM; 330,000 tested, 0.11% active; recombinant procaspase-3 D3A, Ac-DEVD-pNA absorbance 405 nm;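 active = activation above the mean of all tested compounds plus 3 SD, cut at about 21% in these data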;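 note: 0% = DMSO alone and 100% = DMSO wells spiked with extra 5 µM PC-3 D3A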
# Target sequence (P42574 whole entry D9A/D28A/D175A): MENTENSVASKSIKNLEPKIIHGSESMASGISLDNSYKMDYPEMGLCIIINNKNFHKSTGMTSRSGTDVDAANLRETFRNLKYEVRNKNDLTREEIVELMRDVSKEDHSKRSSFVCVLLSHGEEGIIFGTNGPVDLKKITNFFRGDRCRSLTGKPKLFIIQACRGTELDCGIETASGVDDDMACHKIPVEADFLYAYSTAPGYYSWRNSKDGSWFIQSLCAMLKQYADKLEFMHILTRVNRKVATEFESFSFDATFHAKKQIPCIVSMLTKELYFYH
#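 Evaluation: percent activation relative to control range; Material: Procaspase-3 D3A mutant, all three cleavage aspartates alanine; Compound: single dose, 8.5 µM nominal compound, 0.8% DMSO; Replication: one well per compound; Signal: absorbance at 405 nm, 0 and 120 min; Schedule: 1 h preincubation plus 2 h reaction at 25 °C.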
# MEP2-GFP yeast: modulators of TOR pathway MEP2-GFP in S. cerevisiae | GFP response vs DMSO, % at 10 µM | AID 2016 | S. cerevisiae MEP2-GFP strain, flow cytometry GFP, 3 h; 100% = DMSO control level | 330,000 tested, 0.51% active;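 active = GFP response versus DMSO above a set limit, roughly screen mean plus 3 SD, cut at about 180% in these data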;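 note: median GFP fluorescence of the barcode-gated MEP2-GFP cells per well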
# AHR act: human AHR activation | P35869 | AHR-responsive luciferase reporter cells, luminescence | activation, % at 5 µM | 320,000 tested, 2.5% active; in the data active = activation above about 47%;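 note: 0% = vehicle wells and 100% = reference agonist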
# Target sequence (P35869 whole entry, looked up): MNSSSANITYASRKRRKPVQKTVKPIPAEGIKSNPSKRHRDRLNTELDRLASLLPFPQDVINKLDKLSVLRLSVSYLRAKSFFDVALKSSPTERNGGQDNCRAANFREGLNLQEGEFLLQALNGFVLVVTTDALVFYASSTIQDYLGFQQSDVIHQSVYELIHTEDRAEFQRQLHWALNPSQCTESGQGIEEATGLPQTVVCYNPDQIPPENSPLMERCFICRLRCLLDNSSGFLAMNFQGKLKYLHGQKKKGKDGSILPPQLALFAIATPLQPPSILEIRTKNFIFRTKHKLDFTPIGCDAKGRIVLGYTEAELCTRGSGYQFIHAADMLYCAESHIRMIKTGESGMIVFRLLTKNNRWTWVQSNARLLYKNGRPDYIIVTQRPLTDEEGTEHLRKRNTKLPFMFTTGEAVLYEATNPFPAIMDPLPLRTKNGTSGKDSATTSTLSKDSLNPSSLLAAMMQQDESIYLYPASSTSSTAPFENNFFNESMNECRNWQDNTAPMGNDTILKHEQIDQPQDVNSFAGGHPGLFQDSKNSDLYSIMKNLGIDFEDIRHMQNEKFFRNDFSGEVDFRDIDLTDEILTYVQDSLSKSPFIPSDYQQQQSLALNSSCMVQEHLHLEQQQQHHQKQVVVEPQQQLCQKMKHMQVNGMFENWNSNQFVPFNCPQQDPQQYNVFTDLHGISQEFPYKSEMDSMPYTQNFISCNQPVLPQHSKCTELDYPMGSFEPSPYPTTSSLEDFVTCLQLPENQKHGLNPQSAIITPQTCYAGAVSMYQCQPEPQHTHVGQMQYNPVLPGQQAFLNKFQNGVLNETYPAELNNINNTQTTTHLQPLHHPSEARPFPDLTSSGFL
# proCasp7 act: counter-screen for procaspase-3 activators: activators of human procaspase-7 | activation, % at 8.5 µM | AID 463210 | 330,000 tested, 0.093% active | recombinant procaspase-7, Ac-DEVD-pNA absorbance 405 nm; D23A/D198A/D206A triple mutant, cannot self-cleave; scale: DMSO 0, 5 µM enzyme 100 | P55210;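 active = percent activation above the screen-wide mean plus 3 SD, cut at about 25% in these data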
#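 System: Procaspase-7 triple mutant (PC-7 D3A); measure: % activation from two-timepoint absorbance difference, scaled to controls; times: 1 h compound preincubation, 2 h substrate cleavage, 25 °C; also added: Ac-DEVD-pNA substrate, 400 µM as added; measured by: Epi-absorbance of released pNA at 405 nm, two timepoints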
# LAP4-GFP MLPCN: modulators of TOR pathway LAP4-GFP in S. cerevisiae; S. cerevisiae LAP4-GFP multiplex, flow cytometry GFP, 3 h; median GFP as percent of DMSO wells; GFP response vs DMSO, % at 10 µM; 320,000 tested, 0.34% active;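 active = GFP response vs DMSO above a set limit, about the screen mean plus 3 SD, cut at about 150% in these data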
# CR mimetic SO: caloric restriction mimetics inhibiting age-related superoxide in yeast | S. cerevisiae aged cells, superoxide DHE fluorescence; stronger effect = lower value | superoxide response (% of plate mean), % at 10 µM | 330,000 tested, 0.18% active;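 active = superoxide response under a set limit, about three screen SD below normal, cut at about 65% in these data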;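 note: yeast aged for seven days with compound at 30 °C before DHE staining; 100% = average MFI of all compound-treated wells on the plate with controls excluded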
# GASC-1 inh: human JMJD2C demethylase inhibition; 330,000 tested, 0.069% active; Q9H3R0; GST-JMJD2C(1-420) H3K9me3 demethylation, DELFIA europium; inhibition, % at 2.35 µM;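 active = more than half of a compound's replicate wells show inhibition beyond 50%, single wells judged on their own value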;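 note: signal counts dimethyl H3K9 product captured on neutravidin plate; 0% = median of DMSO wells and 100% = 0.3 times that DMSO median; strong numbers were not always called active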
# RPL19A-GFP yeast: alters RPL19A-GFP fluorescence in TOR pathway yeast screen; percent response vs DMSO, % at 10 µM; 330,000 tested, 0.3% active; AID 2025; S. cerevisiae RPL19A-GFP strain, flow cytometry, 3 h; stronger effect = lower value;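 active = percent response vs DMSO below 50%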;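 note: median channel GFP fluorescence of the barcoded RPL19A-GFP strain; ratio of sample median GFP to plate DMSO average so 100% = DMSO; lower means less RPL19A-GFP as with rapamycin TOR inhibition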
# Numbers without * were called inactive; · = no result given; [ ] = another dose, or the depositor's remark.
SMILES,procasp3 activ,MEP2-GFP yeast,AHR act,proCasp7 act,LAP4-GFP MLPCN,CR mimetic SO,GASC-1 inh,RPL19A-GFP yeast
O=C(CN1C(=O)COc2ccccc21)c1cccc(Cl)c1,13,104,6,-5,100,109,-7,99
OCc1ccc(OCCCOc2cccc3cccnc23)cc1,6,84,0,-12,76,105,34,90
Cc1cc(=O)[nH]c(SCCOc2ccc(OC(C)C)cc2)n1,0,99,8,4,105,112,-1,99
COc1cc2[nH]c(=S)n(NC(=O)CC(C)C)c(=O)c2cc1OC,8,104,1,0,99,92,5,100
Cc1ccc2c(c1)N(CCC(=O)NCc1ccco1)C(=O)CO2,1,94,-7,-1,96,95,2,96
CCCCc1ccc(S(=O)(=O)NNC(=S)NCc2ccco2)cc1,-7,97,0,-1,101,93,-11,98
Cc1c(C(=O)NCCSCc2cccc(C(F)(F)F)c2)cnn1-c1ccc(F)cc1,-12,96,-1,-7,153*,93,-4,71
COc1cccc(NC(=O)Cn2c(=O)n(-c3cc(OC)c(OC)c(OC)c3)c(=O)c3ccccc32)c1,-1,98,1,4,109,86,-6,97
NC(=O)CSc1nnc(Cc2ccc3c(c2)OCO3)n1C1CCCCC1,-7,111,8,3,104,107,-9,104
Nc1ccccc1Nc1cc(-c2cccc(Cl)c2)nn1-c1ccccc1,5,111,12,0,108,97,-6,104
CCOC(=O)C1(Cc2ccccc2)CCN(Cc2cccc3nccnc23)CC1,-6,101,-8,-1,96,96,-2,100
CCOC(=O)c1csc(N)c1-c1ccc([N+](=O)[O-])cc1,-3,102,10,-4,123,96,-24,98
Cc1ccc(-c2nc3ncccc3o2)cc1NC(=O)c1ccc([N+](=O)[O-])o1,-4,98,1,9,118,111,12,100
CCC(C)NC(=O)CCn1c(-c2ccccc2)cc(C(C)=O)c1C (centres undefined),-4,99,1,8,96,117,-8,96
CC(C)(C)Cc1nnc(NC(=O)c2ccco2)s1,-3,111,7,-4,106,103,-2,112
Cc1ccc(-c2cnc3c(Cl)c(C)nn3c2)cc1,16,113,3,-1,112,109,-47,107
CCc1ccc(OCC(=O)NC(=S)Nc2ccc(C(C)=O)cc2)c(Br)c1,-1,102,76*,3,105,103,4,98
CCCCNC(=S)Nc1ccc2[nH]c(=O)[nH]c2c1,-1,103,3,3,114,103,13,101
COC(=O)c1nn(-c2ccc3c(c2)OCO3)cc1O,10,100,8,-3,96,103,-10,102
CCc1ccc(/C=C2\SC(N3CCCC3)=NC2=O)cc1,0,109,4,7,104,100,-40,105
CCN1CCN(C(=O)CS(=O)Cc2nc(-c3ccc(OC)cc3)oc2C)CC1 (centres undefined),4,93,0,3,102,90,-10,92
Cc1nn(C)c(C)c1C(C)NC(=O)c1cc(COc2cncc(Cl)c2)on1 (centres undefined),1,98,7,-10,99,110,10,95
C=C(C)Cn1c(SCC)nc2ccccc2c1=O,8,100,-1,0,94,97,-10,93
O=C1C=C(c2cccc(Cl)c2O)C[C@@H](c2ccc3c(c2)OCO3)C1,-3,96,23,14,106,103,5,96
O=C1CCCC(O)=C1N=Nc1ccc2ncsc2c1,-10,98,15,-16,90,94,-2,104
CC(=O)Oc1cccc(N2C(=O)CC(Nc3ccc(N4CCOCC4)cc3)C2=O)c1 (centres undefined),-23,100,8,-18,97,99,-4,95
Fc1ccc(CNc2ncnc3c2cnn3-c2ccccc2)cc1,-8,101,-12,1,121,99,-1,98
C[C@H]1CN=C(Nc2ccccc2)N1CC1CCC1,2,91,1,-9,106,109,2,95
CN(C)S(=O)(=O)c1ccc(C(=O)Nc2cccc(C(=O)O)c2)cc1,-9,91,4,11,96,103,-24,93
CCOC(=O)c1c(C)[nH]c(C(=O)COC(=O)c2cc(C)oc2C)c1C,8,102,2,4,107,100,2,98
Cn1c(N)c(C(=O)COC(=O)c2ccccc2C(=O)c2ccc(Cl)c([N+](=O)[O-])c2)c(=O)n(C)c1=O,1,105,-2,4,100,84,-7,100
COc1cccc(OCC(=O)NNC(=O)c2cnccn2)c1,0,98,3,-3,98,83,1,100
COCCN(Cc1ccco1)C(=O)Cn1ncc2c(=O)oc3ccccc3c21,8,96,0,12,89,102,3,99
COC(=O)CCNc1n[nH]c(=O)[nH]c1=O,-1,114,-1,0,107,92,8,103
CCN1CCN(C(=O)CCc2nnc(CCCCc3ccccc3)o2)[C@@H](C)C1=O,-1,105,-2,6,102,102,-7,98
O=C(Nc1nccs1)C1(S(=O)(=O)c2ccc(Cl)cc2)CC1,3,102,-1,9,105,126,1,100
CCN(CC)CCCC(C)NC(=O)c1cc(=O)c2ccccc2o1 (centres undefined),6,109,3,3,109,95,3,95
C[N+](C)(C)CCCN1C(=O)CCCC1=O,1,99,0,-4,81,106,-26,97
Cc1cc(-c2nnc(SCCC(=O)Nc3ccccc3)o2)no1,·,102,·,·,75,97,-4,111
COc1ccc(OC)c(C2C(C(C)=O)=C(C)Nc3ncnn32)c1 (centres undefined),-3,100,3,4,97,100,21,96
O=C(c1cc(-c2cccs2)on1)N1CCOCC1,3,114,7,-2,110,74,-2,109
CCC1CCCCN1C(=O)CCS(=O)(=O)c1ccc2c(c1)CCN2C(C)=O (centres undefined),3,102,2,-4,97,125,14,98
O=C(COC(=O)c1cnccn1)c1ccc(Br)cc1,0,101,0,-1,97,98,0,97
CCNS(=O)(=O)c1ccc(C)c(-n2cnnn2)c1C,-6,98,1,-8,98,93,8,97
N#Cc1ccc(C(=O)OCC(=O)Nc2cccc(S(=O)(=O)N3CCCCC3)c2)cc1,6,85,-1,5,86,95,2,91

# Entries above that contain bromine (2):
SMILES,procasp3 activ,MEP2-GFP yeast,AHR act,proCasp7 act,LAP4-GFP MLPCN,CR mimetic SO,GASC-1 inh,RPL19A-GFP yeast
CCc1ccc(OCC(=O)NC(=S)Nc2ccc(C(C)=O)cc2)c(Br)c1,-1,102,76*,3,105,103,4,98
O=C(COC(=O)c1cnccn1)c1ccc(Br)cc1,0,101,0,-1,97,98,0,97

# New compounds follow.
SMILES,procasp3 activ,MEP2-GFP yeast,AHR act,proCasp7 act,LAP4-GFP MLPCN,CR mimetic SO,GASC-1 inh,RPL19A-GFP yeast
Cc1ccc(CNC(=O)C(=O)NCC2OCCCN2S(=O)(=O)c2cccs2)cc1 (centres undefined),1,94,-3,5,103,96,-2,91
C/C(Cl)=C\Cn1c(Nc2cccc(C)c2)nc2c1c(=O)n(C)c(=O)n2C,0,91,15,3,112,97,22,95
O=C(c1ccc(F)cc1)N1CCC(C(=O)N2CCN(Cc3ccc4c(c3)OCO4)CC2)CC1,9,97,-2,-8,96,117,-2,97
COC(=O)Cn1c(CN(Cc2ccccc2)Cc2ccccc2)nc2c1c(=O)[nH]c(=O)n2C,6,96,2,6,99,98,198,96
O=C(C1=C[C@H](C2CC2)C[C@H](OCc2ccc(CO)cc2)O1)N1CCOCC1,6,101,-2,4,108,89,-1,105
O=C(O)CN1C(=O)CSc2ccccc21,-1,101,1,5,102,102,15,101
Cc1ccc(C)c(OCC(=O)Nc2ccccc2C(=O)NC2CC2)c1,·,107,·,·,95,109,-4,114
COc1ccc(CCCC(=O)N/N=C/c2cccc(OC)c2O)cc1C,-7,89,11,-10,88,111,3,95
CN(C(=O)CSc1nnc(Cc2ccccc2F)n1N)C1CCCCC1,7,101,1,7,93,117,14,96
CCOc1ccc(C(=O)C(C)OC(=O)Cn2cnc3c2c(=O)n(C)c(=O)n3C)cc1 (centres undefined),15,92,1,4,98,100,0,94
CC(C)N(Cc1cnn(C)c1)Cc1nc(COc2ccccc2)no1,0,96,3,13,93,111,7,90
CC(=O)Nc1ccccc1NC(=O)c1ccc(C)cc1C,8,98,2,6,91,105,8,99
CCOc1ccccc1N(CC(=O)NCCSc1ccccn1)S(=O)(=O)c1ccc(C)cc1,1,95,0,-6,82,106,-1,88
CN(C(=O)CSc1ncnc2sc(-c3ccccc3)cc12)C1CCS(=O)(=O)C1 (centres undefined),-9,97,9,5,102,116,6,104
O=C(/C=C/c1ccccc1Cl)OCC(=O)N1CCCC1,-3,99,1,-7,104,101,-7,103
CCOC(=O)N1CCC(NC(=O)c2cccc3c2C(=O)N(Cc2cccnc2)C3)CC1,3,92,-1,4,91,99,-6,99
Cc1onc(-c2ccccc2Cl)c1C(=O)Nc1nnc(C(C)C)s1,10,97,5,0,103,111,0,106
CCOc1ccc(C(C)=O)cc1COC(=O)CN1C(=O)NC2(CCCC2)C1=O,-2,98,0,-2,111,97,0,101
CCCCC(=O)c1ccc(O)cc1,-3,98,0,-2,94,94,-4,102
S=C(c1ccccc1)N1CCSCC1,-5,127,2,-6,90,115,-8,111
C[C@H](CO)N1C[C@H](C)[C@@H](CN(C)Cc2ccccc2)Oc2c(NC(=O)Cc3ccccc3)cccc2C1=O,-1,93,3,-11,106,106,·,92
CCCn1nnnc1NCc1ccc(OC)cc1OC,2,100,3,-5,87,100,9,104
COc1ccc(C(C)=O)cc1CSc1nnc(Nc2ccccc2C)s1,-1,102,-7,1,100,105,-3,100
O=C(NCc1ccco1)c1ccccc1-c1nc(-c2ccc(F)cc2)no1,10,89,2,0,115,113,20,94
CC(=O)N1c2ccc(S(=O)(=O)N3CCCC3C(=O)Nc3ccc(C)cc3)cc2CC1C (centres undefined),-6,96,-3,9,102,98,66,101
COc1cc(O)oc1C=Nc1ccc(Oc2ccccc2)cc1,-4,105,-1,-9,120,109,-15,100
CCN(CC)C(=O)c1sc(NC(=O)c2ccc3c(c2)OCO3)c(C#N)c1C,-6,202*[may fluoresce violet],0,-3,97[may fluoresce violet],101,1,66
CC(C)n1c(=S)[nH]c2cc(C(F)(F)F)ccc21,-15,97,0,2,100,89,9,102
Cc1nc(N)sc1N=Nc1ccccc1C(F)(F)F,-28,100,-3,-8,105,87,28,97
COc1ccc(NC(=O)CNc2cccc(S(=O)(=O)N3CCCCCC3)c2)c([N+](=O)[O-])c1,-3,116,-2,-4,113,84,-1,103

# Four structures out of the list, arranged by length of the SMILES, falling:
SMILES,procasp3 activ,MEP2-GFP yeast,AHR act,proCasp7 act,LAP4-GFP MLPCN,CR mimetic SO,GASC-1 inh,RPL19A-GFP yeast
N#Cc1ccc(C(=O)OCC(=O)Nc2cccc(S(=O)(=O)N3CCCCC3)c2)cc1,6,85,-1,5,86,95,2,91
Cc1c(C(=O)NCCSCc2cccc(C(F)(F)F)c2)cnn1-c1ccc(F)cc1,-12,96,-1,-7,153*,93,-4,71
Cc1onc(-c2ccccc2Cl)c1C(=O)Nc1nnc(C(C)C)s1,10,97,5,0,103,111,0,106
CCCCC(=O)c1ccc(O)cc1,-3,98,0,-2,94,94,-4,102

# Other structures follow:
SMILES,procasp3 activ,MEP2-GFP yeast,AHR act,proCasp7 act,LAP4-GFP MLPCN,CR mimetic SO,GASC-1 inh,RPL19A-GFP yeast
CCCOC1CCCN(C(=O)c2ccc(OC3CCN(C(=O)CCOC)CC3)cc2)C1 (centres undefined),4,102,0,0,84,97,-9,109
O=C1NC(Cc2ccccc2)c2nc3cc(F)ccc3c(=O)n2-c2cc(Cl)ccc21 (centres undefined),-11,93,3,6,104,102,-3,94
CCOC(=O)c1c(C)oc2c1c1c(c3ccccc32)OCN(CCCC(=O)O)C1,2,94,8,-5,112,99,-4,95
COc1cccc(CNC(=O)c2cc(S(=O)(=O)N3CCOCC3)cn2C)c1,0,98,1,11,93,98,-21,99
COc1cccc(CN2C(=O)c3ccccc3C2C(=O)NCC2CCCO2)c1 (centres undefined),-4,91,4,5,90,99,-13,93
CN(C)C(=O)COC(=O)/C=C/c1cn(-c2ccccc2)nc1-c1cccs1,-3,108,10,1,105,105,2,99
